Screening data (PubChem BioAssay)
Mtb BioA inh: M. tuberculosis BioA enzyme inhibitors, primary screen, biochemical, plate reader, single point, HTS | 7,8-diaminopelargonic acid synthase BioA (Mycobacterium tuberculosis) | purified M. tuberculosis BioA enzyme | inhibition, % at 9.99 µM | 360,000 tested, 0.096% active; in the data active means inhibition above about 40%
Starred values were filed as active, the others as inactive. The list is partial (hit frequency here may not be typical).

SMILES	Mtb BioA inh
Cc1noc(C)c1NC(=O)Nc1ccc2c(c1)C(=O)N([C@H](C)CO)C[C@@H](C)[C@H](CN(C)C(=O)Nc1ccc(F)cc1)OCCCC[C@@H](C)O2	-0.9
COc1ccc(S(=O)(=O)Nc2ccc3c(c2)[C@H]2C[C@H](CC(=O)N(C)C)O[C@H](CO)[C@H]2O3)cc1	0.3
O=C(C[C@@H]1CC[C@@H]2[C@H](COC[C@@H](O)CN2Cc2ccc3c(c2)OCO3)O1)N1CCOCC1	-0.5
C[C@H](CO)N1C[C@H](C)[C@H](CN(C)C(=O)Nc2ccccc2)Oc2ncccc2C1=O	-1.5
CO[C@@H]1CN(C)C(=O)c2cc(NC(=O)C3CC3)ccc2OC[C@@H](C)N(C(=O)c2ccccc2F)C[C@@H]1C	-6.1
Cc1ccc(S(=O)(=O)Nc2ccc3c(c2)C(=O)N([C@H](C)CO)C[C@H](C)[C@H](CN(C)Cc2ccncc2)OCCCC[C@H](C)O3)cc1	-0.1
C[C@@H]1CN([C@@H](C)CO)C(=O)Cc2cc(NC(=O)CCCCCC(=O)Nc3ccccc3N)ccc2O[C@@H]1CN(C)Cc1ccncc1	-4.8
COc1cccc(-c2cnc3c(c2)C(=O)N([C@H](C)CO)C[C@@H](C)[C@@H](CN(C)C(=O)Nc2c(C)noc2C)O3)c1	1.3
CS(=O)(=O)Nc1ccc2c(c1)[C@H]1C[C@@H](CC(=O)NCc3ccncc3)O[C@@H](CO)[C@H]1O2	0.3
CC(=O)N1CCCCN2[C@H](CO)[C@H](c3ccc(Br)cc3)[C@H]2C1	1.7
CO[C@H]1CN(C)C(=O)c2cc(NC(=O)C3CCOCC3)ccc2OC[C@H](C)N(Cc2nccs2)C[C@@H]1C	24
COCC#Cc1cnc2c(c1)C(=O)N([C@H](C)CO)C[C@H](C)[C@@H](CN(C)C(=O)C1CCCCC1)O2	-2.8
O=C(CCN1CCCCC1)NCC[C@@H]1CC[C@H](NC(=O)C2CCCC2)[C@@H](CO)O1	-2.2
CCCNC(=O)Nc1ccc2c(c1)C(=O)N(C)C[C@H](OC)[C@H](C)CN(C)[C@H](C)CO2	-1.8
COc1ccc(NC(=O)N(C)C[C@H]2Oc3ccc(NC(=O)CCC(F)(F)F)cc3CC(=O)N([C@H](C)CO)C[C@H]2C)cc1	-0.2
CN(C)C(=O)C[C@H]1C=C[C@@H](NC(=O)NC2CCCCC2)[C@@H](CO)O1	-0.2
C[C@H](CO)N1C[C@H](C)[C@H](CN(C)Cc2ccc(Cl)c(Cl)c2)Oc2ccc(NC(=O)NC3CCCCC3)cc2C1=O	8.0
C[C@@H](O)C#Cc1cnc2c(c1)C(=O)N([C@@H](C)CO)C[C@H](C)[C@H](CN(C)C(=O)CN(C)C)O2	1.2
CN(C)C(=O)C[C@H]1CC[C@H]2[C@@H](COC[C@H](O)CN2C(=O)C2CCOCC2)O1	-7.9
CNC(=O)C[C@@H]1CC[C@@H]2[C@H](COc3ccc(NC(=O)c4cccc(OC)c4)cc3C(=O)N2C)O1	-3.8
COCC(=O)N[C@H]1C=C[C@H](CC(=O)NCc2ccccc2OC)O[C@H]1CO	-2.2
COc1cccc(-c2cnc3c(c2)C(=O)N([C@@H](C)CO)C[C@@H](C)[C@H](CN(C)Cc2cccnc2)O3)c1	7.5
Cc1noc(C)c1NC(=O)Nc1ccc2c(c1)CC(=O)N([C@@H](C)CO)C[C@H](C)[C@@H](CN(C)S(=O)(=O)c1ccccc1)O2	-1.0
O=C(C[C@@H]1C[C@@H]2c3cc(NC(=O)NC4CCCC4)ccc3O[C@@H]2[C@H](CO)O1)NC1CCCCC1	-0.9
C[C@@H]1CN([C@@H](C)CO)C(=O)CCCn2cc(nn2)CO[C@@H]1CN(C)C(=O)Nc1ccnc(N2CCOCC2)c1	-0.2
CCNC(=O)C[C@H]1CC[C@H]2[C@@H](COC[C@@H](O)CN2C(=O)Nc2c(C)noc2C)O1	-3.0
COc1ccccc1-c1ccc2c(c1)O[C@@H](CN(C)C(=O)c1ccncc1)[C@H](C)CN([C@H](C)CO)S2(=O)=O	3.0
CCCN(C)C[C@@H]1Oc2ncc(-c3cccc(C(=O)N(C)C)c3)cc2C(=O)N([C@@H](C)CO)C[C@@H]1C	0.5
C[C@@H]1CN([C@@H](C)CO)C(=O)c2cc(C#CCN(C)C)cnc2O[C@H]1CN(C)C(=O)Cc1ccncc1	-1.1
CCCC(=O)Nc1ccc2c(c1)OC[C@@H](C)N(Cc1cccc(F)c1)C[C@@H](C)[C@@H](OC)CN(C)C2=O	0.2
C[C@H]1CCCCO[C@@H](CN(C)C(=O)Nc2ccc(C(F)(F)F)cc2)[C@@H](C)CN([C@@H](C)CO)C(=O)c2cc(NC(=O)C3CCCCC3)ccc2O1	-5.7
C[C@@H]1CN([C@H](C)CO)C(=O)c2cc(-c3cccc(F)c3)cnc2O[C@H]1CN(C)C(=O)C1CCOCC1	-0.7
COc1ccccc1NC(=O)N1CCCCN2[C@@H](CO)[C@H](c3ccc(-c4cccc(C#N)c4)cc3)[C@@H]2C1	0.6
C[C@H]1CN([C@@H](C)CO)C(=O)Cc2cc(NC(=O)Cc3ccccc3)ccc2O[C@@H]1CN(C)Cc1ccc(-c2ccccc2)cc1	-1.3
C[C@H]1CN([C@@H](C)CO)C(=O)Cc2cc(NC(=O)CCCCCC(=O)Nc3ccccc3N)ccc2O[C@@H]1CN(C)Cc1ccccc1	0.2
C[C@H]1CN([C@@H](C)CO)C(=O)Cc2cc(NC(=O)Nc3ccc(F)cc3)ccc2O[C@H]1CN(C)S(=O)(=O)c1ccc(F)cc1	2.0
CO[C@H]1CN(C)C(=O)c2cc(NC(=O)Nc3ccc(Cl)c(Cl)c3)ccc2OC[C@H](C)NC[C@H]1C	0.8
C[C@@H]1CN([C@H](C)CO)C(=O)c2cc(NS(=O)(=O)c3cccs3)ccc2O[C@H]1CN(C)S(=O)(=O)c1ccc(F)cc1	2.4
CN1C[C@H](O)COC[C@H]2O[C@H](CC(=O)N3CCN(c4ccccc4)CC3)CC[C@@H]21	-1.1
O=C(C[C@@H]1CC[C@@H]2[C@H](COC[C@H](O)CN2Cc2ccc(Oc3ccccc3)cc2)O1)N1CCN(c2ccccc2)CC1	1.2
C[C@@H]1CN([C@H](C)CO)C(=O)c2cccc(NS(=O)(=O)c3ccc(Cl)cc3)c2O[C@@H]1CN(C)S(=O)(=O)c1ccc(F)cc1	1.1
COCC#Cc1ccc2c(c1)O[C@@H](CN(C)C(=O)Nc1ccc(OC)cc1)[C@@H](C)CN([C@H](C)CO)S2(=O)=O	4.4
CC(C)NC(=O)Nc1ccc2c(c1)CC(=O)N([C@H](C)CO)C[C@H](C)[C@H](CN(C)Cc1ccc(-c3ccccc3)cc1)O2	0.8
N#C[C@H]1[C@H](c2ccc(C#Cc3ccccc3F)cc2)[C@H](CO)N1C(=O)C1CCC1	-2.9
O=C(NCc1ccc(F)cc1)[C@H]1[C@H](CO)[C@H]2Cn3c(cccc3=O)[C@@H]1N2C(=O)c1cnccn1	0.1
C[C@H](CO)N1C[C@H](C)[C@@H](CN(C)Cc2ccc(C(=O)O)cc2)OCCCC[C@H](C)Oc2ccc(NS(=O)(=O)c3cn(C)cn3)cc2C1=O	-1.3
C[C@H]1CN([C@@H](C)CO)S(=O)(=O)c2ccc(C3=CCCCC3)cc2O[C@H]1CN(C)C(=O)C1CCC1	5.2
CC(C)CC#Cc1ccc2c(c1)O[C@H](CN(C)C(=O)Cc1ccccc1)[C@H](C)CN([C@@H](C)CO)S2(=O)=O	-2.1
O=C(NCc1ccccc1)[C@@H]1[C@@H](CO)[C@@H]2Cn3c(ccc(-c4cccc(F)c4)c3=O)[C@H]1N2	4.7
C[C@@H]1CN([C@H](C)CO)C(=O)c2cc(NS(=O)(=O)c3ccccc3)ccc2O[C@H]1CN(C)S(C)(=O)=O	-1.0

Next section.
SMILES	Mtb BioA inh
O=C(C[C@H]1CC[C@H](NC(=O)Cc2ccccn2)[C@@H](CO)O1)NCCc1ccncc1	-0.6
C[C@H](CO)N1C[C@H](C)[C@H](CN(C)CC2CC2)Oc2cc(C#Cc3ccccn3)ccc2S1(=O)=O	-1.3
C[C@@H]1CN([C@@H](C)CO)C(=O)c2cc(NC(=O)Nc3ccc4c(c3)OCO4)ccc2O[C@@H]1CN(C)Cc1ccc(C(=O)O)cc1	-0.3
Cc1noc(C)c1NC(=O)Nc1ccc2c(c1)CC(=O)N([C@H](C)CO)C[C@@H](C)[C@@H](CN(C)S(=O)(=O)c1c(C)noc1C)O2	1.6
C[C@H](CO)N1C[C@H](C)[C@H](CN(C)C(=O)CCCN(C)C)OCCCC[C@H](C)Oc2ccc(NC(=O)CCC(F)(F)F)cc2C1=O	0.2
O=C(C[C@H]1CC[C@@H]2[C@H](COC[C@H](O)CN2S(=O)(=O)c2ccccc2F)O1)NCc1ccccc1Cl	0.3
COc1ccc(NC(=O)Nc2ccc3c(c2)CC(=O)N([C@@H](C)CO)C[C@@H](C)[C@H](CN(C)C(=O)NC(C)C)O3)cc1	0.1
C[C@@H]1CN([C@@H](C)CO)C(=O)c2cc(NS(=O)(=O)c3cccs3)ccc2O[C@H]1CN(C)S(=O)(=O)c1ccc(F)cc1	0.4
CNC(=O)C[C@@H]1CC[C@H]2[C@H](COc3ccc(NC(=O)Nc4cccc(F)c4)cc3C(=O)N2C)O1	15
C[C@H](CO)N1C[C@H](C)[C@H](CN(C)C(=O)C2CCOCC2)Oc2cc(-c3ccc(F)cc3)ccc2S1(=O)=O	0.0

Sorted by formula weight (high to low): four of the compounds above
SMILES	Mtb BioA inh
C[C@@H]1CN([C@@H](C)CO)C(=O)c2cc(NC(=O)Nc3ccc4c(c3)OCO4)ccc2O[C@@H]1CN(C)Cc1ccc(C(=O)O)cc1	-0.3
C[C@H](CO)N1C[C@H](C)[C@H](CN(C)C(=O)C2CCOCC2)Oc2cc(-c3ccc(F)cc3)ccc2S1(=O)=O	0.0
O=C(C[C@H]1CC[C@@H]2[C@H](COC[C@H](O)CN2S(=O)(=O)c2ccccc2F)O1)NCc1ccccc1Cl	0.3
C[C@H](CO)N1C[C@H](C)[C@H](CN(C)CC2CC2)Oc2cc(C#Cc3ccccn3)ccc2S1(=O)=O	-1.3

By substructure: the entries above with a COOH group.
SMILES	Mtb BioA inh
C[C@H](CO)N1C[C@H](C)[C@@H](CN(C)Cc2ccc(C(=O)O)cc2)OCCCC[C@H](C)Oc2ccc(NS(=O)(=O)c3cn(C)cn3)cc2C1=O	-1.3
C[C@@H]1CN([C@@H](C)CO)C(=O)c2cc(NC(=O)Nc3ccc4c(c3)OCO4)ccc2O[C@@H]1CN(C)Cc1ccc(C(=O)O)cc1	-0.3

(list continues)
SMILES	Mtb BioA inh
COc1ccc(-c2ccc([C@@H]3[C@@H](CO)N4CCCCN(CC5CCOCC5)C[C@H]34)cc2)cc1	8.7
C[C@@H]1CN([C@H](C)CO)C(=O)c2cc(NC(=O)CCCN(C)C)ccc2O[C@@H]1CN(C)C(=O)Nc1cccc2ccccc12	3.3
CC(C)NC(=O)Nc1ccc2c(c1)C(=O)N([C@@H](C)CO)C[C@@H](C)[C@@H](CN(C)S(=O)(=O)c1ccc(Cl)cc1)OCCCC[C@H](C)O2	-0.5
C[C@@H]1CN([C@@H](C)CO)C(=O)c2cc(N(C)C)ccc2O[C@@H](C)CCCCO[C@@H]1CN(C)C	-0.7
C[C@H]1CN([C@@H](C)CO)C(=O)c2cc(/C=C/c3ccccc3)cnc2O[C@H]1CN(C)Cc1cccc(C(=O)O)c1	0.9
O=C(C[C@H]1C=C[C@@H](NC(=O)c2ccccn2)[C@H](CO)O1)NCc1cccc(F)c1	-0.2
CCCNC(=O)C[C@@H]1CC[C@@H]2[C@@H](COc3ccc(NC(=O)c4ccc5c(c4)OCO5)cc3C(=O)N2C)O1	-0.2
COc1ccc(C(=O)Nc2ccc3c(c2)OC[C@H](C)N(C(C)=O)C[C@H](C)[C@@H](OC)CN(C)C3=O)cc1	5.6
O=C(C[C@H]1C=C[C@@H](NC(=O)Nc2ccc(C(F)(F)F)cc2)[C@@H](CO)O1)NCc1cc(F)cc(F)c1	2.5
C[C@@H]1CCCCO[C@@H](CN(C)Cc2ccc(Cl)c(Cl)c2)[C@@H](C)CN([C@H](C)CO)C(=O)c2cc(NC(=O)c3ccccc3)ccc2O1	-1.4
COc1ccc(NC(=O)Nc2ccc3c(c2)CC(=O)N([C@@H](C)CO)C[C@@H](C)[C@H](CN(C)S(=O)(=O)c2cccs2)O3)cc1	-0.8
C[C@@H]1CCCCO[C@@H](CN(C)C(=O)NC2CCCCC2)[C@@H](C)CN([C@@H](C)CO)C(=O)c2cc(NS(=O)(=O)c3cccs3)ccc2O1	-0.7
COc1ccc(C#Cc2ccc3c(c2)[C@@H]2[C@@H](CCN2C(=O)CN2CCOCC2)[C@H](CO)N3C)cc1	-2.8
C[C@@H]1CN([C@H](C)CO)C(=O)Cc2cc(NC(=O)Cc3cn(C)c4ccccc34)ccc2O[C@@H]1CN(C)S(=O)(=O)c1cn(C)cn1	0.0
C[C@H](CO)N1C[C@H](C)[C@H](CN(C)C)Oc2ncc(-c3ccc(C(=O)N(C)C)cc3)cc2C1=O	0.7
C[C@@H]1CN([C@@H](C)CO)C(=O)c2cc(NS(C)(=O)=O)ccc2O[C@@H](C)CCCCO[C@@H]1CN(C)S(=O)(=O)c1ccc(Cl)cc1	-0.3
O=C(C[C@@H]1C[C@@H]2c3cc(NC(=O)Nc4ccc(C(F)(F)F)cc4)ccc3O[C@@H]2[C@H](CO)O1)NCc1cccnc1	-1.6
CCN1[C@@H]2c3ccc(-c4cccc(F)c4)c(=O)n3C[C@@H]2[C@@H](CO)[C@@H]1C(=O)N[C@@H](C)c1ccccc1	3.8

Compounds from the list above that contain a thiophene ring, fused or not (four):
SMILES	Mtb BioA inh
C[C@@H]1CN([C@H](C)CO)C(=O)c2cc(NS(=O)(=O)c3cccs3)ccc2O[C@H]1CN(C)S(=O)(=O)c1ccc(F)cc1	2.4
C[C@@H]1CN([C@@H](C)CO)C(=O)c2cc(NS(=O)(=O)c3cccs3)ccc2O[C@H]1CN(C)S(=O)(=O)c1ccc(F)cc1	0.4
COc1ccc(NC(=O)Nc2ccc3c(c2)CC(=O)N([C@@H](C)CO)C[C@@H](C)[C@H](CN(C)S(=O)(=O)c2cccs2)O3)cc1	-0.8
C[C@@H]1CCCCO[C@@H](CN(C)C(=O)NC2CCCCC2)[C@@H](C)CN([C@@H](C)CO)C(=O)c2cc(NS(=O)(=O)c3cccs3)ccc2O1	-0.7
